Screening results: PubChem, Sanford-Burnham Center for Chemical Genomics
UBC13 inh: human UBC13 polyubiquitination inhibition | UBC13 polyubiquitin chain formation, TR-FRET | inhibition, % at 20 µM | 330,000 compounds, 0.47% hits | AID 485273; in the data active = inhibition above about 45%, passing the limit was not always enough
Apaf-1 inh: inhibitors of human Apaf-1 apoptosome; reconstituted apoptosome caspase-3 activity, DEVD-Rh110 fluorescence; O14727; inhibition, % at 20 µM; 330,000 compounds, 0.71% hits; AID 489030; active = inhibition of at least 40% at 20 µM;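 note: plate controls were DMSO wells for no effect and DEVD-CHO caspase inhibitor wells for full effect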
Target sequence (O14727 whole entry, looked up): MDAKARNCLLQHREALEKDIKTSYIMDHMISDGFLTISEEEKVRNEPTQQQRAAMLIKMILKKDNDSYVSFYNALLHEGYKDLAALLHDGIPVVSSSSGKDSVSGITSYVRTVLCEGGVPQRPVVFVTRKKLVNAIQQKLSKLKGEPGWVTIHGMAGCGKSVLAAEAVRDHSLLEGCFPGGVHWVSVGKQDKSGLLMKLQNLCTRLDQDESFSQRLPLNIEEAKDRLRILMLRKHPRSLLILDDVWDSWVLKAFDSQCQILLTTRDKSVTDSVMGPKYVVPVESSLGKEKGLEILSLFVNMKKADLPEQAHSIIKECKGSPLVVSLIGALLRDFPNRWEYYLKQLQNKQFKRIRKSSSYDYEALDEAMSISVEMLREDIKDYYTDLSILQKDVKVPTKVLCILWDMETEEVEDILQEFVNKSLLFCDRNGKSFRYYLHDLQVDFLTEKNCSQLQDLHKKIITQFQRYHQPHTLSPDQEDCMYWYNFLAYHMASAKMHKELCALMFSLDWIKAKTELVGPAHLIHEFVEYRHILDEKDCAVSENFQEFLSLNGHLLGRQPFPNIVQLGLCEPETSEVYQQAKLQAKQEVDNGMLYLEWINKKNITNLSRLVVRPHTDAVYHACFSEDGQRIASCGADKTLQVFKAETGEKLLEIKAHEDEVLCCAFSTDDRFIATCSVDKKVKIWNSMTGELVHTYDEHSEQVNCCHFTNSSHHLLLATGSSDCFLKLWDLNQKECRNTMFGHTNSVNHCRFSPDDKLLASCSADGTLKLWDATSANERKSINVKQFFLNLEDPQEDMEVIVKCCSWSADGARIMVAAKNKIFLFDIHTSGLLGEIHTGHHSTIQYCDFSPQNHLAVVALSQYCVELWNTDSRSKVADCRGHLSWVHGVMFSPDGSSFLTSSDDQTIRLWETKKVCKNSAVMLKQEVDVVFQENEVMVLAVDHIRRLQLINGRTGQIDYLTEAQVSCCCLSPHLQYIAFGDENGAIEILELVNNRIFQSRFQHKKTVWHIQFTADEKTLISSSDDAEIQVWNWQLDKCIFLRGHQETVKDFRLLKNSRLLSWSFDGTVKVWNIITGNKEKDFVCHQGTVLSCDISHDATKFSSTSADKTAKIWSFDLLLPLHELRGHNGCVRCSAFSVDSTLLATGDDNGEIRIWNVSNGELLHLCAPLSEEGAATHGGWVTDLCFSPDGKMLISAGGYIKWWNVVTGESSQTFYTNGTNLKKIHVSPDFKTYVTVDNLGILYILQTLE
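detection = Rh110 fluorescence intensity | test system = biochemical Apaf-1 apoptosome reconstitution | also added = cytochrome c and DEVD-Rh110 substrate | schedule = 30 min plus 50 min, RT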
SENP7 inh: blocks the human protease SENP7; AID 434973; recombinant SENP7, Z-RLRGG-aminoluciferin luminescence, 40 min; Q9BQF6; 330,000 compounds, 1.5% hits; inhibition, % at 5 µM;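 active = inhibition above about 50% at the single test dose, limit read from the data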;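 note: plate controls were DMSO with enzyme for no effect and no enzyme buffer wells for full effect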
SENP8 inh: SENP8 protease inhibition; Q96LD8; AID 2540; inhibition, % at 10 µM; 330,000 compounds, 1.2% hits; purified SENP8, Z-RLRGG-aminoluciferin cleavage, luminescence
HKDC1 inh: blocks human hexokinase HKDC1 activity | Q2TB90 | recombinant HKDC1, G6PDH/diaphorase resazurin coupled fluorescence | inhibition, % at 20 µM | 340,000 compounds, 0.16% hits;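 active = inhibition above about 35% when tested at 20 µM, limit read from the data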;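 note: plate controls were DMSO wells with enzyme for no effect and DMSO wells lacking enzyme for full effect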
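Assay system – recombinant HKDC1 (HK5) hexokinase enzyme, produced in-house · Input – HKDC1 at 5 µg/mL · Reagent – glucose plus 1 mM ATP as hexokinase substrates · Timing – 90 min reaction incubation at room temperature, dark · Measured by – G6PDH/diaphorase-coupled fluorescence, 1 mM NADP, 100 µM resazurin, 525/613 nm · Benchmarks – DMSO-enzyme wells negative, buffer-substituted wells positive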
Gli-Sufu block: blocks Gli-Sufu signaling in a luciferase reporter; inhibition, % at 5 µM; Sufu-KO-LIGHT fibroblasts, Gli luciferase reporter luminescence; 340,000 compounds, 0.74% hits; AID 588413;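 active = inhibition above about 55%, limit read from the data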;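 note: 0% = DMSO-treated cells and 100% = wells with medium but no cells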
Jurkat NFkB inh: inhibitors of the PMA/ionomycin-induced NF-kB reporter in Jurkat cells; PMA/ionomycin-induced NF-kB luciferase reporter, luminescence; inhibition, % at 4 µM; 330,000 compounds, 0.53% hits; AID 435003
697 NFkB inh: lowers PMA/ionomycin-induced NF-kB signal in 697 B cells; 697 B-cell NF-kB luciferase reporter, 16 h; inhibition, % at 4 µM; 330,000 compounds, 0.33% hits; AID 435022; in the data active = inhibition above about 35%
Starred values were filed as active, the others as inactive; x = no result given; & = joins results of further samples; ! = repeats disagree. Cut-off read from the data, not from the text of the source, unless noted: active = inhibition above about 50%; inactive = the rest.

SMILES | UBC13 inh | Apaf-1 inh | SENP7 inh | SENP8 inh | HKDC1 inh | Gli-Sufu block | Jurkat NFkB inh | 697 NFkB inh
NC(=O)C1CCN(C(=S)c2ccc(-c3ccc(Br)cc3)o2)CC1 | -4.3 | 6.6 | -6.9 | 1.0 | 13.5 | x | -58.2 | -129.5
COc1cc2c(cc1OC)C(=O)N1[C@H]3c4ccccc4OC[C@@H]3[C@H](c3ccccc3)[C@]1(C)C(=O)N2 | -4.5 | 17.5 | -5.0 | 0.2 | 1.3 | -1.7 | -37.4 | -155.6
Cc1noc(NS(=O)(=O)c2ccc(NC(=O)c3cnc4scc(C)n4c3=O)cc2)c1C | -13.4 | 3.6 | 17.7 | 45.7 | -5.1 | -16.0 | 18.1 | -5.1
CC1SC(=Nc2ccccc2)N(S(=O)(=O)c2ccccc2)C1=O (configuration not stated) | -7.4 | 3.8 | -0.1 | -11.5 | -3.4 | 18.2 | 12.8 | 15.1
COc1ccc(CCN2CC(C(=O)Nc3ccccc3F)CC2=O)cc1OC (configuration not stated) | 7.8 | 23.4 | 2.8 | -9.6 | -2.3 | -0.3 | 3.7 | 15.9
COc1cc(CNCCO)cc(Cl)c1OCc1ccc(Cl)cc1Cl | 44.2 | 24.0 | 3.9 | -11.3 | -7.1 | 8.7 | -9.9 | 1.1
CC1(C)CCCC2=C1CC1C(=O)N(N)C(=O)C1C2 (configuration not stated) | -1.9 | -15.9 | -0.9 | -5.9 | -5.9 | 9.6 | 11.7 | 7.6
CCCCC(NC(=O)Cc1c(C)c2cc3c(-c4ccccc4)coc3c(C)c2oc1=O)C(=O)O (configuration not stated) | -16.4 | -31.3 | 7.6 | -5.8 | -1.5 | -15.8 | -14.7 | -11.2
CCOc1cc(S(=O)(=O)NCc2ccc3c(c2)OCO3)ccc1F | 0.8 | -9.4 | 4.4 | 1.4 | -1.6 | -5.9 | -2.9 | 18.1
Cc1nn(C)c(C)c1S(=O)(=O)NCCc1ccc(Cl)cc1 | 2.4 | -6.4 | 9.1 | 5.3 | -4.3 | -6.4 | 7.7 | 10.2
COc1cc(COCC(O)CN2CCN(Cc3ccc4c(c3)OCO4)CC2)cc(OC)c1OC (configuration not stated) | 5.5 | -17.0 | 3.6 | -1.5 | -10.8 | 9.6 | 6.0 | -0.9
Cc1cc(C)nc(SCc2cn3c(C)cccc3n2)n1 | -1.2 | -19.9 | 2.3 | 2.7 | -3.1 | 6.0 | 12.2 | -4.1
CC(C)(C)OC(=O)NCCCC1=CC2=CC(=O)C(C)(OC(=O)c3ccc(Cl)nc3)C(=O)C2=CO1 (configuration not stated) | -71.3 | -0.6 | 4.3 | -3.7 | x | x | 11.7 | -1.4
COc1ccc(S(=O)(=O)N2CCN(C(=O)c3ccc([N+](=O)[O-])o3)CC2)cc1 | -16.2 | 2.0 | -0.7 | -2.9 | 1.0 | -33.8 | 22.4 | 8.6
CC(=O)Nc1ccc(S(=O)(=O)NNC(=O)C(=O)NNc2ccccn2)cc1 | 58.1* | -11.9 | 4.1 | 4.9 | -5.8 | -8.7 | 10.6 | 29.7

Brought forward from above: five entries, followed by the next part.
SMILES | UBC13 inh | Apaf-1 inh | SENP7 inh | SENP8 inh | HKDC1 inh | Gli-Sufu block | Jurkat NFkB inh | 697 NFkB inh
COc1cc(COCC(O)CN2CCN(Cc3ccc4c(c3)OCO4)CC2)cc(OC)c1OC (configuration not stated) | 5.5 | -17.0 | 3.6 | -1.5 | -10.8 | 9.6 | 6.0 | -0.9
Cc1cc(C)nc(SCc2cn3c(C)cccc3n2)n1 | -1.2 | -19.9 | 2.3 | 2.7 | -3.1 | 6.0 | 12.2 | -4.1
CC(C)(C)OC(=O)NCCCC1=CC2=CC(=O)C(C)(OC(=O)c3ccc(Cl)nc3)C(=O)C2=CO1 (configuration not stated) | -71.3 | -0.6 | 4.3 | -3.7 | x | x | 11.7 | -1.4
COc1ccc(S(=O)(=O)N2CCN(C(=O)c3ccc([N+](=O)[O-])o3)CC2)cc1 | -16.2 | 2.0 | -0.7 | -2.9 | 1.0 | -33.8 | 22.4 | 8.6
CC(=O)Nc1ccc(S(=O)(=O)NNC(=O)C(=O)NNc2ccccn2)cc1 | 58.1* | -11.9 | 4.1 | 4.9 | -5.8 | -8.7 | 10.6 | 29.7
O=C(CCn1c(=O)[nH]c2ccsc2c1=O)N1CCN(Cc2ccc3c(c2)OCO3)CC1 | -6.0 | 3.8 | 10.6 | 1.1 | 1.3 | -22.1 | 1.4 | 0.6
Cc1ccc(-c2noc(CNS(=O)(=O)c3ccccc3)n2)cc1 | 3.1 | 10.7 | 4.6 | -1.2 | -0.6 | -3.8 | 0.6 | -57.8
Cc1onc(-c2ccccc2)c1C(=O)OCC(=O)Nc1ccc(OC(F)(F)F)cc1 | 9.2 | 10.7 | -2.9 | -10.8 | 2.1 | -0.5 | -8.1 | -13.4
COc1ccc(-c2nnc(SCC(=O)c3cccs3)o2)c(OC)c1 | -0.3 | 0.1 | -3.7 | -21.5 | -4.8 | -48.8 | -83.2 | -17.9
COc1ccc(NC(=O)c2ccc(CNc3c(NC4CCCCC4)c(=O)c3=O)cc2)cc1OC | -5.9 | -6.5 | 0.3 | 9.8 | -0.6&0.8 | 59.3*! | 4.6 | 15.0
CNC(=S)N(CCc1c(C)[nH]c2ccc(OC)cc12)Cc1cc(OC)c(OC)c(OC)c1 | 2.0 | 8.7 | 0.3 | 2.3 | 6.1 | 5.4 | 12.3 | 6.5
Cn1ccnc1SCC(=O)c1ccc(Br)cc1 | 1.0 | 4.5 | 2.2 | 5.4 | 10.3 | -18.9 | 3.5 | -10.5
CCOc1ccc(N2C(=O)c3ccc(C(=O)OCC(=O)N(CC)C4CCS(=O)(=O)C4)cc3C2=O)cc1 (configuration not stated) | -9.9 | -4.6 | 46.9 | 9.1 | 9.9 | 16.9 | 3.2 | -5.7
COc1ccccc1OCC(=O)NCc1ccco1 | -12.1 | 1.4 | -11.2 | -12.0 | -7.2 | -9.2 | -0.4 | -9.9
Cc1cccc(N2CCN(C(=O)Cn3sc4nc(C)cc(C)c4c3=O)CC2C)c1 (configuration not stated) | -29.0 | -1.7 | 13.1 | -1.0 | -2.0 | 1.8 | 0.3 | 6.6
O=C(OCC(=O)c1c[nH]c2ccccc12)C1=COCCO1 | 0.8 | 0.7 | -5.3 | -14.3 | 1.9 | -40.6 | -38.5 | -15.1
C=CCn1c(SCC(=O)N(C(C)CC)C2CCS(=O)(=O)C2)nc2ccccc2c1=O (configuration not stated) | 3.0 | 6.6 | -3.3 | 4.2 | -10.2 | 0.8 | -7.6 | 10.3
C=CCNC(=O)C(=O)NCC1CCCN1CC (configuration not stated) | -1.3 | -7.6 | 2.2 | -1.7 | -15.3 | 2.1 | 9.4 | 10.4
CCC(c1nnc(SCC(=O)Nc2cccc(S(N)(=O)=O)c2)n1Cc1ccccc1)N(C)C (configuration not stated) | 2.9 | -32.3 | 5.3 | 6.2 | -2.9 | -1.6 | 11.5 | 8.8
CC(C)C1Cc2c(sc3ncnc(NN)c23)CO1 (configuration not stated) | -4.2 | 9.8 | -10.7 | -8.4 | -3.9 | 4.3 | -12.1 | 10.3
Fc1cccc(Cc2noc(CN3CCN(C4CCc5ccccc5C4)CC3)n2)c1 (configuration not stated) | 3.2 | 11.2 | 9.3 | 0.8 | -1.0 | x | -1.4 | -5.8
COc1cc(O)cc(O)c1C(=O)/C=C/c1ccccc1 | 3.7 | -7.2 | -5.8 | -10.4 | 6.6 | 11.0 | -15.4 | -14.5
CCOC(=O)N1CCC(NCCNC(=O)c2cccs2)CC1 | 2.5 | -5.3 | 0.6 | 2.3 | -0.3 | 9.0 | -6.4 | 12.3
Cc1cccc(CCNS(=O)(=O)c2ccc3c(c2)NC(=O)CO3)c1 | -3.4 | 2.5 | 0.5 | -0.6 | 0.4 | 8.3 | 15.4 | -7.6
Cc1ccc(NC(=O)COC(=O)Cn2ccc(C(F)(F)F)n2)cc1Cl | 3.8 | 5.5 | 9.6 | -1.2 | 5.2 | -14.3 | -2.8 | 5.7
CC(=O)Nc1ccc(NC(=O)CSc2nc3nc(C)cc(C)c3c(=O)[nH]2)cc1 | 1.3 | 0.6 | -2.0 | -1.9 | 6.9 | -7.8 | 10.0 | 9.8
Cc1cccc(OCCCCCn2ccnc2)c1C | -2.1 | 20.9 | 8.4 | 1.7 | 0.1 | -2.3 | 3.3 | -64.5
OC[C@@H]1[C@@H](c2ccc(F)cc2)C(c2cccc(Cl)c2)=NN1c1ccccc1 | x | 23.0 | 3.9 | x | -1.9 | 2.5 | x | -32.9
O=C(NCc1ccco1)c1cccnc1-c1nc2ccccc2s1 | -3.4 | 10.9 | 12.5 | 2.4 | 8.0 | -2.6 | 16.7 | 6.5
Cc1ccccc1NC(=S)N(Cc1cccs1)C1CCCCC1 | 4.5 | 2.9 | -3.0 | 7.0 | 3.5 | 6.0 | 2.4 | 0.1
Cc1oc(-c2ccc(Cl)cc2)nc1CN1CCC(C(=O)N2CCc3ccccc3C2)CC1 | 16.1 | 37.8 | -8.1 | 2.5 | 4.1 | 7.1 | 16.2 | -17.4
CCOC(=O)C(=O)NCC(c1cccs1)S(=O)(=O)c1ccc(F)cc1 (configuration not stated) | -5.7 | 0.8 | 10.2 | -9.6 | -0.5 | -4.9 | -7.4 | -15.7
O=C(CSc1nnc(COc2ccccc2F)n1-c1ccccc1)NC1CCS(=O)(=O)C1 (configuration not stated) | -5.4 | 5.3 | -15.0 | -8.6 | -4.9 | 1.6 | 2.1 | -26.4
O=C(CSc1n[nH]c(=O)n1C1CC1)Nc1ccc(Cl)cc1Cl | -7.7 | 14.3 | 8.0 | -12.5 | 3.6 | -2.1 | -15.0 | -0.4
O=C(NCCCn1ccnc1)c1ccccc1Br | 3.1 | -2.4 | 1.7 | -1.8 | -4.0 | -2.0 | 5.3 | 10.2
CCCn1nnc2c(=O)oc3ccccc3c21 | 12.5 | 7.8 | -5.1 | 4.9 | -8.7 | 17.6 | -2.3 | 30.0
C=CCN1CC(c2nc3ccccc3n2CCOc2ccccc2)CC1=O (configuration not stated) | 3.4 | 7.7 | 3.8 | 0.2 | 6.8 | 24.6 | 8.6 | -2.8
Cc1cccc(NC(=O)C(=O)NCCCc2ccccc2)c1 | 2.9 | -1.4 | 24.2 | 17.1 | x | x | -32.1 | -60.3
Cc1ccc(OCCSc2nc(N)cc(N)n2)cc1 | 4.0 | 2.3 | 2.2 | 7.1 | -6.1 | -68.5 | -61.3 | -63.2
Cc1cccc(C(=O)OC2CCCN(C)C2)c1C (configuration not stated) | 10.9 | 5.3 | 8.0 | 0.4 | -7.6 | 10.5 | -24.5 | -17.2
O=C(/C=C/c1cccc(Br)c1)NCc1ccncc1 | 7.2 | -7.5 | 0.8 | 3.3 | 5.5 | -8.8 | 8.9 | 10.9
O=C(CN1CCN(c2nc(-c3ccccc3)cs2)CC1)Nc1ccc2c(c1)OCO2 | 14.0 | 9.9 | -6.0 | -3.1 | -7.6 | 1.1 | 23.9 | 18.0
Cc1ccc(S(=O)(=O)N2CCCC2C(=O)N2CCCCCC2)cc1 (configuration not stated) | 1.8 | 1.6 | 7.6 | -2.6 | 0.3 | -16.8 | -0.9 | 20.2
Cc1ccc(SCC(=O)N(C)C2CCS(=O)(=O)C2)c(C)c1 (configuration not stated) | -2.1 | 8.0 | -5.5 | -14.9 | -3.6 | 6.2 | -4.1 | -2.7
Cc1ccc(/C=N/NC(=O)CCSc2ccccc2)cc1 | -14.5 | 12.7 | 9.3 | -1.6 | 4.1 | -7.3 | -6.9 | -14.3
O=C(Nc1ccc(-c2nc3ccccc3[nH]2)cc1)C1CCCO1 (configuration not stated) | 4.6 | 3.9 | 93.2* | 87.7* | 3.6 | -68.3 | -89.5 | -122.4
